Screens deposited in PubChem BioAssay by National Center for Advancing Translational Sciences (NCATS).
RGS4 inhibitor: Inhibitors of Regulator of G Protein Signaling (RGS) 4: qHTS; Regulator of G-protein signaling 4 (Homo sapiens), P49798; Transcreener GDP fluorescence polarization, RGS4-accelerated GTP hydrolysis; Potency, µM (highest dose often 114 µM), without a hit: at the highest dose activity change, negative = inhibition, usual class: inhibitors; 390,000 tested, 0.039% active; note: % is set by controls: 0 for no effect and ±100 for the full control effect; nearly all actives have a fitted effect of over 75% in size; some results filed as inactive show a strong effect at the top dose
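MLSMR compounds (23 nl, pin-transferred) preincubated 10 min at room temperature with a 500nM (2x) first reagent, then RGS4 at 900nM (2x) plus Transcreener GDP mix added; fluorescence polarization (620/688 nm) read before and after 90 min at 30 °C.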
GLS inh: qHTS for Inhibitors of Glutaminase (GLS); Glutaminase kidney isoform, mitochondrial (Homo sapiens), O94925; GLS enzymatic activity, qHTS titration; Potency, µM (doses to about 45.5 µM), without a hit: at the highest dose activity change, negative = inhibition, hits mostly inhibitors; 410,000 tested, 0.21% active; AID 624170, 2012; note: % is set by controls: 0 for no effect and ±100 for the full control effect
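Coupled fluorescence readout: glutamate oxidase/HRP/Amplex Red detect glutamate formed by hKGA from L-glutamine (1 mM solution added). Buffer 45 mM KH2PO4 pH 8.2, 0.02% Tween-20; reads at t0 and 30 min RT.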
JMJD2A Tudor inh: qHTS Assay for Inhibitors of JMJD2A-Tudor Domain | Lysine-specific demethylase 4A (Homo sapiens), O75164 | AlphaScreen JMJD2A-Tudor / H3K4me3 peptide binding | Potency, µM (top dose mostly 114 µM), without a hit: at the top dose activity change, negative = inhibition, actives largely listed as inhibitors | 390,000 tested, 4.4% active | AID 504339, 2011; note: % is set by controls: 0 for no effect and ±100 for the full control effect; nearly all actives have a fitted effect of over 50% in size
HP1b binding inh: HTS for Inhibitors of HP1-beta Chromodomain Interactions with Methylated Histone Tails | Chromobox protein homolog 1 (Homo sapiens), P83916 | AlphaScreen HP1-beta / biotin-H3K9me3 peptide binding | Potency, µM (highest dose often 114 µM), without a hit: at the highest dose activity change, negative = inhibition, hits mostly inhibitors | 390,000 tested, 0.56% active | AID 540317, 2011; note: nearly all actives have a fitted effect of over 70% in size; inactives centre near 23
Target sequence (P83916 whole entry, looked up): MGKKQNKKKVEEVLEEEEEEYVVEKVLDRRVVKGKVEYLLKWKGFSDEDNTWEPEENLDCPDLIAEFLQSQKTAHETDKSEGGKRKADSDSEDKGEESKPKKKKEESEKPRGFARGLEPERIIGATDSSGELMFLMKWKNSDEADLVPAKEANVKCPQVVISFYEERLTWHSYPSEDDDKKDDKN
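Compound inhibition of the preformed complex between 50 nM HP1-beta and 50 nM biotinylated H3K9me3 peptide was read by AlphaScreen. Buffer was PBS pH 7.4 with 0.01% Tween-20. Incubations ran 30 min at room temperature, with 10 ug/mL donor/acceptor beads.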
Tb PGK inh: qHTS Assay to Find Inhibitors of Phosphoglycerate Kinase | PGK/GAPDH coupled, Kinase-Glo luminescence, 60 min | 380,000 tested, 0.043% active | Potency, µM (top dose mostly 57.5 µM), inactives show top-dose activity change, negative = inhibition, most hits filed as inhibitors | AID 602233, 2012; note: % is set by controls: 0 for no effect and ±100 for the full control effect; nearly all actives have a fitted effect of over 60% in size
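Recombinant glycosomal PGK reaction used 1,3-bisphosphoglycerate generated in-well by GAPDH (100nM final) in 100mM TEA pH 7.6, 5mM MgCl2, 0.01% Tween-20. After 60 minutes at room temperature, ATP was read by Kinase-Glo Plus luminescence end-point.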
TrxR1 inh: qHTS Assay for Inhibitors of Mammalian Selenoprotein Thioredoxin Reductase 1 (TrxR1): qHTS; recombinant rTrxR1, NADPH fluorescence consumption, selenite substrate; Potency, µM (top dose mostly 114 µM), inactives show top-dose activity change, negative = inhibition, usual class: inhibitors; 390,000 tested, 1% active; AID 588453, 2011; note: % is set by controls: 0 for no effect and ±100 for the full control effect; nearly all actives have a fitted effect of over 65% in size
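Rat TrxR1 (90 nM in the dispensed reagent) was pre-reduced with 400 uM NADPH for 5 min at room temperature, then incubated with compound for 15 min. After 400 uM selenite was added, NADPH fluorescence (Ex 340/Em 450 nm) was followed for 8 min.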
12-LOX inh: Primary qHTS assay for inhibitors of human arachidonate 12S-lipoxygenase (ALOX12): Round 2; Polyunsaturated fatty acid lipoxygenase ALOX12 (Homo sapiens), P18054; purified 12hLO, xylenol orange hydroperoxide absorbance; Potency, µM (titrated, usually from 108 µM), for the others: top-dose activity change, negative = inhibition, usual class: inhibitors; 580,000 tested, 1.1% active; AID 1671190, 2021; note: % is set by controls: 0 for no effect and ±100 for the full control effect
Target sequence (P18054 whole entry, looked up): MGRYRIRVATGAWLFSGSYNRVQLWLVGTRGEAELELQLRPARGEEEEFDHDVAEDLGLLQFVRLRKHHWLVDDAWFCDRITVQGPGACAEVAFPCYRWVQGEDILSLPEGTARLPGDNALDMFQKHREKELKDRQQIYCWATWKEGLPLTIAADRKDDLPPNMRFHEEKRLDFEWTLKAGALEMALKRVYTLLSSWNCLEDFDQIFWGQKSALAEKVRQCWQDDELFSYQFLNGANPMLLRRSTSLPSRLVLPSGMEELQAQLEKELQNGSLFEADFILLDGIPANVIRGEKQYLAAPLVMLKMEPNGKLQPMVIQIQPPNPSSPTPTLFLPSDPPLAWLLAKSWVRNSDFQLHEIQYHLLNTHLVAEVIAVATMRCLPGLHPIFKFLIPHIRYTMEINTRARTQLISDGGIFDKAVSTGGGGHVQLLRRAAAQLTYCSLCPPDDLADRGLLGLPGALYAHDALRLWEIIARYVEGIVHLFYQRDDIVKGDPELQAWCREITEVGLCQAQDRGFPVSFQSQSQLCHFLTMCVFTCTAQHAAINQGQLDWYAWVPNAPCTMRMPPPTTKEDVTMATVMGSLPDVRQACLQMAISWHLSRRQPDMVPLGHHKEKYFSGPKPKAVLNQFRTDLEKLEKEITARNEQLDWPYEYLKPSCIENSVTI
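Hydroperoxide product was detected by ferrous iron/xylenol orange as the 573 to 405 nm absorbance ratio. Arachidonic acid at 40 uM (final) was turned over for 30 min at room temperature by 150 nM human 12hLO, pH 7.0 Hepes buffer, after 15 min compound preincubation.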
ERG-DNA inh: qHTS for Small Molecule Inhibitors of the ERG Ets/DNA interaction; fluorescence polarization, His-ERG Ets domain / labelled DNA; 370,000 tested, 0.028% active; Transcriptional regulator ERG (Homo sapiens), P11308; AID 624246, 2012; Potency, µM (titrated, usually from 76.9 µM), inactives show at the top dose FP activity, negative = inhibition, actives largely listed as inhibitors; active = well fitted inhibition curve with a large enough effect in the polarisation, with a control signal flat; inconclusive = small, poorly fitted or top-dose-only effect, or effect the other way, or a change in a side signal; inactive = no such curve, though single readings can be large or run the other way; the % refers to the polarisation;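 note: polarization taken with two DNA probes labelled with fluorescein and Texas red; % of control where 0% means no effect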
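His-tagged ERG Ets domain (1 uM in the protein solution; 300mM KCl, 50mM Tris-HCl, 1mM EDTA, 1mM DTT, pH 7.5) received compound, then a probe mix of 5 nM fluorescein-DNA and 100nM Texas-615-DNA. Fluorescence polarization was read for both dyes.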
Pin1 inh: qHTS Assay to Find Inhibitors of Pin1 | Potency, µM (highest dose often 115 µM), inactives show top-dose activity, negative = inhibition, hits mostly inhibitors | 390,000 tested, 0.009% active | AID 504891, 2011 | Pin1 FP peptide displacement, HiFluor488, 10 min | Peptidyl-prolyl cis-trans isomerase NIMA-interacting 1 (Homo sapiens), Q13526; active = well fitted inhibition curve with a large enough effect in the polarisation, with a control signal flat, not every such curve was filed as active; inconclusive = small, poorly fitted or top-dose-only effect, or effect the other way, or a change in a side signal; inactive = no such curve, though single readings can be large or run the other way; the % refers to the polarisation; note: % is set by controls: 0 for no effect and ±100 for the full control effect
Target sequence (Q13526 whole entry, looked up): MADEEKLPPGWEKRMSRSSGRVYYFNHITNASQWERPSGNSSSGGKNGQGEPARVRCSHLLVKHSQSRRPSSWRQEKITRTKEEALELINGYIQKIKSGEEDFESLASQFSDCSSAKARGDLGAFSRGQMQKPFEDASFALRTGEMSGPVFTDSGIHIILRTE
* = called active by the depositor; i = inactive; ? = inconclusive; . = no result given; [ ] = another dose, or the depositor's remark. Unless noted, calls come from the whole dose curve; as a rule, active = well fitted curve in the direction sought with a large enough effect; inconclusive = small, poorly fitted or top-dose-only effect, or another doubt; inactive = no such curve, though single readings can be large; an effect the other way counts as inactive or inconclusive. Potency is the fitted concentration of half-maximal effect.

item | TrxR1 inh | 12-LOX inh | ERG-DNA inh | RGS4 inhibitor | Tb PGK inh | HP1b binding inh | JMJD2A Tudor inh | GLS inh | Pin1 inh | canonical_smiles
1 | 3%[57.1 µM] | -1% | -7% | 19% | -8% | 7% | -7% | 5% | -1% | Cc1c(C(=O)C(=O)NCC2CCCO2)c2ccccc2n1C (stereo unspecified)
2 | 15%[57.1 µM] | 33% | -2% | 3% | 0% | 57%[activator] | -8% | -12% | 0% | CC(=O)N1c2ccc(S(=O)(=O)N3CCCC3C(=O)NCc3ccc(Cl)cc3)cc2CC1C (stereo unspecified)
3 | 6% | 4% | 5% | 39% | -7% | 27% | -23% | -1% | -3% | COc1ccc(/C=C/C(=O)Nc2ccccc2)cc1S(=O)(=O)N1CCOCC1
4 | -5% | 20% | . | 6% | 4%[11.5 µM] | 25% | 0% | 0% | 2% | CC(C)NC(=O)COc1ccc(Cl)cc1Cl
5 | 25% | 8% | 1% | -19% | -1% | 21% | -6% | -2% | -9% | CCOc1ccc(N(C)S(=O)(=O)c2c[nH]c(C(=O)OC)c2)cc1
6 | 15% | 3% | -3% | 2% | 7% | 23% | 5% | 14% | -1% | COc1ccc(NC(=O)NCc2cccnc2)c(OC)c1
7 | 46%[activator] | -33% | -5% | 2% | 2% | 68%[activator] | 13% | -1% | -1% | Cc1nnsc1Sc1ccccc1
8 | 3% | -21% | 5% | 7%[56.9 µM] | -1% | 7% | ? | -2% | 22% | CCOc1ccc(N2C(=O)/C(=C\c3ccc(O)c(OC)c3)S(=O)(=O)C2c2cccc([N+](=O)[O-])c2)cc1 (stereo unspecified)
9 | -7% | 10% | -4% | -12% | i | 12% | -22% | -13% | -4% | O=C(CN1C(=O)c2ccccc2C1=O)Nc1ccc(-c2nc3ccccc3o2)cc1
10 | 5% | 22% | -9% | -18% | 0% | 30% | 1% | -9% | -3% | COc1ccc(CCNC(=O)c2ccc(NC(=O)CC3SC(N4CCCCC4)=NC3=O)cc2)cc1OC (stereo unspecified)
11 | ? | . | 11% | 5% | -7% | 14% | -15% | 1% | 0% | COc1cccc(CNC(=O)CCC2CCCN(C3CCOCC3)C2)c1 (stereo unspecified)
12 | -33% | -2% | . | 3% | 0% | 7% | -23% | 7% | -2% | COC(=O)c1ccc(NC(C)C(=O)OC)c([N+](=O)[O-])c1 (stereo unspecified)
13 | 28% | 102%[activator] | 7% | -7% | -4% | 44%[activator] | 0% | -7% | -2% | O=C(Nc1ccc(N2C(=O)C3CCCCC3C2=O)cc1Cl)c1cccs1 (stereo unspecified)
14 | -4% | -7% | -7% | -18% | -5% | 18% | 4% | -2% | 8% | O=c1oc(/C=C/c2ccccc2)nc2sc3c(c12)CCC3
15 | 17%[57.1 µM] | 0% | -4% | -26% | 0% | 34% | 5% | 14% | 1% | CCN(Cc1ccncc1)C(=S)Nc1ccccc1
16 | -9%[57.1 µM] | ? | 2% | ? | -2% | -19% | 25µM* | -26% | -4% | CNC(=O)C1C(=S)NC(N)=C(C#N)C1c1ccccc1 (stereo unspecified)
17 | 3% | 4% | 2% | 4% | i | 9% | -10% | -18% | 0% | C=CCNC(=O)c1ccc(C)cc1Cl
18 | 4% | -3% | 2% | 0% | -2% | 21% | -5% | -6% | 1% | Cc1cc(S(=O)(=O)N2CCCC2)ccc1OCC(=O)N1CCOCC1
19 | 8%[57.1 µM] | . | 1% | -41% | i | 2% | ? | 7.1µM* | 1% | O=C(c1cc(-c2ccccc2)nc2ccccc12)N1CCN(c2ccccc2O)CC1
20 | 17%[57.1 µM] | ? | 4% | 3% | -11% | 0% | -11% | 0% | -6% | CCN1CCN(C(=O)CNC(=O)c2nn(-c3ccc(OC)cc3)c(=O)c3ccccc23)CC1

Remaining list, next part
item | TrxR1 inh | 12-LOX inh | ERG-DNA inh | RGS4 inhibitor | Tb PGK inh | HP1b binding inh | JMJD2A Tudor inh | GLS inh | Pin1 inh | canonical_smiles
21 | 20%[57.1 µM] | -3% | -6% | ? | -24% | 77%[activator] | 23% | 2% | 6% | CCOC(=O)c1sc2nc(C)nc(NCc3ccc(Cl)cc3)c2c1C
22 | 38% | -2% | 4% | 18% | -1% | 55%[activator] | -24% | 4% | 5% | CC(C)(C)OC(=O)N(CCc1ccccc1)Cc1ccccc1OCc1cccc(NC(=O)C2CC2)c1
23 | 17% | -14% | -9% | 23% | -13% | 15% | -19% | 7% | -5% | O=C(O)c1[nH]c2ccc(Br)cc2c1CCN1C(=O)c2cccc([N+](=O)[O-])c2C1=O
24 | 26%[57.1 µM] | -8% | -2% | 19% | -4% | 21% | 4% | 4% | 11% | COc1cc(/C=C(\C#N)c2nc3ccccc3c(=O)[nH]2)cc(OC)c1OC
25 | -19% | -18% | 9% | -6% | i | 21% | -19% | -15% | -2% | Cc1ccc(NC(=O)/C=C/c2ccc([N+](=O)[O-])s2)c(C)c1
26 | -1% | -7% | 2% | 11% | i | 24% | -21% | -4% | -3% | CCOc1ccc(CSC(=N)N)cc1Cl
27 | -5% | i | -2% | -30% | -8% | 28% | -12% | -9% | -9% | CCOC(=O)C1CCN(C(=O)c2cc(S(=O)(=O)N(C)C)ccc2N2CCCC2)CC1
28 | 5% | -5% | 6% | 24% | -2% | 49%[activator] | 24% | -1% | 5% | FC(F)(F)c1ccc(Oc2ccc3cc(Br)ccc3c2)nc1
29 | 15% | 435%[activator] | 8% | -21% | -8% | 59%[activator] | 1% | 17% | -6% | N#Cc1cccc(C#N)c1Oc1ccc(N)cc1
30 | 12% | ? | -16% | -25% | i | 21% | -8% | -2% | 21% | Cc1ccccc1SCC(=O)OCC(=O)N(C)c1c(N)n(Cc2ccccc2)c(=O)[nH]c1=O
31 | 17% | -16% | -5% | 2% | -4% | 32% | 4% | -1% | 0% | CCOc1ccc(S(=O)(=O)N2CCC(C(=O)NCCN3CCOCC3)CC2)cc1C
32 | 5% | 0% | -2% | -3% | -3% | 35%[activator] | 5% | -9% | -1% | O=C(COc1ccc(Cl)cc1)NCc1nnc(SCC(=O)NCc2ccc3c(c2)OCO3)o1
33 | 17% | 0% | 1% | 6% | 4% | 34% | -8% | 0% | 1% | CC1CCN(S(=O)(=O)c2ccccc2)CC1
34 | 2% | -19% | -14% | -9% | -2% | 25% | -7% | -2% | -6% | O=C(CCCN=C1NS(=O)(=O)c2ccccc21)OCC(=O)c1ccc(F)c(F)c1
35 | -1% | -1% | -9% | -6% | -13% | 12% | -15% | 2% | -2% | CCOC(=O)c1nnn(-c2nonc2N)c1-c1ccc(C)cc1
36 | 1%[57.1 µM] | 0% | -20% | -13% | -7% | 68%[activator] | -2% | 23% | -2% | Cc1ccc(-c2nc(N)n(C(=O)c3cccnc3)n2)cc1
37 | -8% | 0% | -2% | 16% | 2% | 13% | -3% | -2% | 1% | O=c1ccc(=O)n2n1CC(O)C2

Complete entries, quoted from the list. Values in the order: TrxR1 inh | 12-LOX inh | ERG-DNA inh | RGS4 inhibitor | Tb PGK inh | HP1b binding inh | JMJD2A Tudor inh | GLS inh | Pin1 inh
COc1cc(/C=C(\C#N)c2nc3ccccc3c(=O)[nH]2)cc(OC)c1OC is listed as 26%[57.1 µM] | -8% | -2% | 19% | -4% | 21% | 4% | 4% | 11%
O=C(CCCN=C1NS(=O)(=O)c2ccccc21)OCC(=O)c1ccc(F)c(F)c1 is listed as 2% | -19% | -14% | -9% | -2% | 25% | -7% | -2% | -6%
CC1CCN(S(=O)(=O)c2ccccc2)CC1 is listed as 17% | 0% | 1% | 6% | 4% | 34% | -8% | 0% | 1%
CCOC(=O)c1sc2nc(C)nc(NCc3ccc(Cl)cc3)c2c1C is listed as 20%[57.1 µM] | -3% | -6% | ? | -24% | 77%[activator] | 23% | 2% | 6%

Quoted at random: 5 entries already listed
item | TrxR1 inh | 12-LOX inh | ERG-DNA inh | RGS4 inhibitor | Tb PGK inh | HP1b binding inh | JMJD2A Tudor inh | GLS inh | Pin1 inh | canonical_smiles
23 | 17% | -14% | -9% | 23% | -13% | 15% | -19% | 7% | -5% | O=C(O)c1[nH]c2ccc(Br)cc2c1CCN1C(=O)c2cccc([N+](=O)[O-])c2C1=O
31 | 17% | -16% | -5% | 2% | -4% | 32% | 4% | -1% | 0% | CCOc1ccc(S(=O)(=O)N2CCC(C(=O)NCCN3CCOCC3)CC2)cc1C
28 | 5% | -5% | 6% | 24% | -2% | 49%[activator] | 24% | -1% | 5% | FC(F)(F)c1ccc(Oc2ccc3cc(Br)ccc3c2)nc1
24 | 26%[57.1 µM] | -8% | -2% | 19% | -4% | 21% | 4% | 4% | 11% | COc1cc(/C=C(\C#N)c2nc3ccccc3c(=O)[nH]2)cc(OC)c1OC
30 | 12% | ? | -16% | -25% | i | 21% | -8% | -2% | 21% | Cc1ccccc1SCC(=O)OCC(=O)N(C)c1c(N)n(Cc2ccccc2)c(=O)[nH]c1=O

Not all compounds are listed; count on the stated rates, not on these rows.
